Screens: PubChem, several laboratories
NR2F2 inh: blocks human COUP-TFII nuclear receptor | P24468 | HEK293T NGFI-A luciferase reporter, luminescence | inhibition, % at 8.6 µM | 0.7% of 370,000 active;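 active means inhibition above a per-plate cutoff, mean inhibition of test wells between control levels plus 3 SD, cut at about 38% in these data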;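 further: cells cotransfected with COUP-TFII expression vector driving the NGFI-A reporter; 0% = median of COUP-TF2 test wells and 100% = reporter-only cells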
Target sequence (P24468 whole entry, looked up): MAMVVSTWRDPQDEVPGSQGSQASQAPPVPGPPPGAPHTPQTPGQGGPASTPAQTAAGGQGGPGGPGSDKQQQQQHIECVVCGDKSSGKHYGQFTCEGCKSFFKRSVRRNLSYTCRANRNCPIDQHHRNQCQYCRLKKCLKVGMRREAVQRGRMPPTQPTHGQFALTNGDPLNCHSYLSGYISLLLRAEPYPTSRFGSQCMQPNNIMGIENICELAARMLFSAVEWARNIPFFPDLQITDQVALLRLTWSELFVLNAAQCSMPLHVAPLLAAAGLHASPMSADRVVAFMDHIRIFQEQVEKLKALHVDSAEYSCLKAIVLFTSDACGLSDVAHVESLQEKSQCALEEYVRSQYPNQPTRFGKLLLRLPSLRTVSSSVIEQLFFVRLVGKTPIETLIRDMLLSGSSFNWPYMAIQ
NCOA2 inhibitor: human SRC2 (NCOA2) inhibition; Q15596; HEK293 GAL4-SRC2 luciferase reporter, luminescence; inhibition, % at 9 µM; 0.17% of 370,000 active;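 active means inhibition above the mean inhibition of all tested compounds plus 3 SD, set per campaign, cut at about 52% in these data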;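 further: 0% = DMSO treated cells and 100% = cells given Gossypol at 36 µM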
Exocytosis inh: blocks lytic granule exocytosis. TALL-104 LAMP-1 surface exposure, flow cytometry; cells stimulated with thapsigargin and PMA. inhibition, % at 10 µM. 0.66% of 360,000 active. AID 651702;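 active means inhibition above about 55%, limit read from the data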
ABHD5 PLIN5 PPI: inhibitors of human ABHD5-perilipin-5 interaction | Split G. princeps luciferase complementation, luminescence, 4 h | inhibition, % at 4 µM | 0.78% of 360,000 active;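 active means inhibition above the mean inhibition across every tested compound plus 3 SD, cut at about 22% in these data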;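 further: 0% = DMSO only wells and the 100% control is not disclosed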
SRC1 inh: inhibitors of human steroid receptor coactivator 1 (SRC1); HEK293 GAL4-SRC1 luciferase reporter, luminescence; AID 588354; inhibition, % at 3.6 µM; Q15788; 0.12% of 360,000 active;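 active means inhibition above the campaign mean plus 3 SD, with each screening campaign given its own cutoff, cut at about 60% in these data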;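 further: 0% = DMSO treated cells and 100% = gossypol at 36 µM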
NOD2 RIPK2 PPI: blocks binding of human NOD2 to RIPK2; O43353; CHO BLA complementation NOD2-RIPK2, CCF4 ratio; inhibition, % at 4.98 µM; 0.38% of 360,000 active; in the data active means inhibition above about 21%;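 further: 0% = vehicle only and 100% = reference blocker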
Target sequence (O43353 whole entry, looked up): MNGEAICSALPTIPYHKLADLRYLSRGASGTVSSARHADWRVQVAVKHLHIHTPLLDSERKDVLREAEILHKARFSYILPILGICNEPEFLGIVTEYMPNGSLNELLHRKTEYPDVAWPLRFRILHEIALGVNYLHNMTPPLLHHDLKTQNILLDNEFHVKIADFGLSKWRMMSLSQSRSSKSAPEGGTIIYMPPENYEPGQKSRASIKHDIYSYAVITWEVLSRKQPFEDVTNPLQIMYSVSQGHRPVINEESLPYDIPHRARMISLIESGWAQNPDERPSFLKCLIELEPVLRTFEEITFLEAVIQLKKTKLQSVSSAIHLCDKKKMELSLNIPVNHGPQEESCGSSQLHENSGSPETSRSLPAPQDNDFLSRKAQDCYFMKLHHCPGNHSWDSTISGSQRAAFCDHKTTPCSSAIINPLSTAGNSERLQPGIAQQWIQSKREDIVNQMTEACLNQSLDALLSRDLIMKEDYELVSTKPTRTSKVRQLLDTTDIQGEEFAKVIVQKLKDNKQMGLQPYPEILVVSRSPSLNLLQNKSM
NR5A2 inv ag: inverse agonists of human LRH-1 (NR5A2); HEK293T StAR-luciferase reporter, LRH-1 transfected, 24 h; 0.13% of 360,000 active; inhibition, % at 3.6 µM; AID 602396;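 active means inhibition above the mean inhibition of all tested compounds plus 3 SD, cut at about 73% in these data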;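 further: 0% = DMSO wells and 100% = reporter-only cells lacking LRH-1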
TROY NFkB inh: blocks TROY-dependent signaling in reporter cells. Q293 LMP1-TROYcd NF-kB luciferase reporter, 4 h. inhibition, % at 10 µM. 0.98% of 360,000 active. AID 1347056;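 active means compounds whose plate-normalised and pattern-corrected inhibition of the luciferase reporter signal at the single screening dose is 50% or more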
SRC3 inh: inhibits human SRC3 coactivator; HEK293 GAL4-SRC3 luciferase reporter, luminescence; inhibition, % at 3.6 µM; 0.17% of 360,000 active; AID 588352;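 active means inhibition above a per-campaign cutoff, the mean of all compounds plus 3 SD, cut at about 60% in these data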;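 further: 0% = DMSO-treated cells and 100% = gossypol-treated cells at 36 µM; higher means less SRC3-driven luciferase light from the GAL4 reporter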
TWEAK Fn14 block: TWEAK-Fn14 signaling inhibition; TWEAK-stimulated Fn14 reporter cells, luciferase luminescence, 8 h; inhibition, % at 10 µM; 2% of 360,000 active; in the data active means inhibition above about 50%
TLR9-MyD88 block: inhibitors of human TLR9-MyD88 binding | CHO BLA complementation TLR9-MyD88, CCF4 FRET ratio | 0.21% of 340,000 active | inhibition, % at 4.98 µM | Q9NR96+Q99836;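 active means inhibition above the mean over all tested compounds plus 3 SD, cut at about 21% in these data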;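 further: 0% = DMSO only wells and 100% = clavulanate BLA inhibitor control wells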
Active calls of the source: *.

Results for Cc1ccc(S(=O)(=O)N2CCC(C(=O)Nc3ccccc3N3CCCC3)CC2)cc1C ?
NR2F2 inh: -7; NCOA2 inhibitor: 23; Exocytosis inh: -5; ABHD5 PLIN5 PPI: -5; SRC1 inh: -19; NOD2 RIPK2 PPI: 3; NR5A2 inv ag: 5; TROY NFkB inh: -8; SRC3 inh: 14; TWEAK Fn14 block: 0; TLR9-MyD88 block: -4

How did CCN(CC)CCNS(=O)(=O)c1ccc(Cl)cc1 do in these assays?
NR2F2 inh: -5; NCOA2 inhibitor: 12; Exocytosis inh: 0; ABHD5 PLIN5 PPI: -2; SRC1 inh: -8; NOD2 RIPK2 PPI: -6; NR5A2 inv ag: 14; TROY NFkB inh: 3; SRC3 inh: 11; TWEAK Fn14 block: -4; TLR9-MyD88 block: -1

What do the screens show for `COc1ccc(S(=O)(=O)N(C)C)cc1NC(=O)CN1CCN(C(=O)C2CC2)CC1`?
NR2F2 inh: 9; NCOA2 inhibitor: 2; Exocytosis inh: -4; ABHD5 PLIN5 PPI: -1; SRC1 inh: -2; NOD2 RIPK2 PPI: 6; NR5A2 inv ag: -11; TROY NFkB inh: 0; SRC3 inh: 2; TWEAK Fn14 block: 10; TLR9-MyD88 block: 9

Results for Cc1c(NS(=O)(=O)c2cccc(C(=O)NCc3ccc(Cl)cc3)c2)c(=O)n(-c2ccccc2)n1C ?
NR2F2 inh: 6; NCOA2 inhibitor: 15; Exocytosis inh: -1; ABHD5 PLIN5 PPI: 2; SRC1 inh: -16; NOD2 RIPK2 PPI: 0; NR5A2 inv ag: 13; TROY NFkB inh: -1; SRC3 inh: 12; TWEAK Fn14 block: 13; TLR9-MyD88 block: -5

How did COc1ccc(NS(=O)(=O)c2ccc3nc(COc4ccc(C#N)cc4)[nH]c3c2)cc1 do in these assays?
NR2F2 inh: 11; NCOA2 inhibitor: 16; Exocytosis inh: 2; ABHD5 PLIN5 PPI: 6; SRC1 inh: 8; NOD2 RIPK2 PPI: -1; NR5A2 inv ag: -18; TROY NFkB inh: 3; SRC3 inh: -14; TWEAK Fn14 block: 9; TLR9-MyD88 block: 3

What do the screens show for `CCOC(=O)c1ccc(COC(=O)CNC(=O)CNC(=O)Cc2ccccc2)cc1`?
NR2F2 inh: 7; NCOA2 inhibitor: -2; Exocytosis inh: -1; ABHD5 PLIN5 PPI: 0; SRC1 inh: -19; NOD2 RIPK2 PPI: -9; NR5A2 inv ag: 18; TROY NFkB inh: 18; SRC3 inh: -2; TWEAK Fn14 block: -1; TLR9-MyD88 block: 12

How did COc1cccc(NC(=O)CSc2nnc(NC(=O)C3CCC3)s2)c1 do in these assays?
NR2F2 inh: 0; NCOA2 inhibitor: -5; Exocytosis inh: -11; ABHD5 PLIN5 PPI: -5; SRC1 inh: 13; NOD2 RIPK2 PPI: -7; NR5A2 inv ag: 19; TROY NFkB inh: 10; SRC3 inh: -18; TWEAK Fn14 block: 1; TLR9-MyD88 block: -1

What do the screens show for `CCOC(=O)C1CCCN(C(=O)CCC(=O)Nc2ccc3nc(N4CCOCC4)cc(C)c3c2)C1` (stereo not given)?
NR2F2 inh: -21; NCOA2 inhibitor: -41; Exocytosis inh: -1; ABHD5 PLIN5 PPI: -2; SRC1 inh: -70; NOD2 RIPK2 PPI: 8; NR5A2 inv ag: -4; TROY NFkB inh: 3; SRC3 inh: -56; TWEAK Fn14 block: 4; TLR9-MyD88 block: 7

Results for O=C1COc2ccc(C(=O)COC(=O)CNC(=O)c3ccccc3)cc2N1 ?
NR2F2 inh: 2; NCOA2 inhibitor: 1; Exocytosis inh: 0; ABHD5 PLIN5 PPI: 3; SRC1 inh: 2; NOD2 RIPK2 PPI: -12; NR5A2 inv ag: -9; TROY NFkB inh: -1; SRC3 inh: -1; TWEAK Fn14 block: -17; TLR9-MyD88 block: -3

What do the screens show for `CCOc1c2ccc(C(=O)NCc3cc(C(F)(F)F)cc(C(F)(F)F)c3)cc2nn1CCOC`?
NR2F2 inh: -4; NCOA2 inhibitor: 1; Exocytosis inh: -2; ABHD5 PLIN5 PPI: 5; SRC1 inh: -3; NOD2 RIPK2 PPI: 6; NR5A2 inv ag: 4; TROY NFkB inh: 5; SRC3 inh: 8; TWEAK Fn14 block: -3; TLR9-MyD88 block: -11

What do the screens show for `CC1=C(c2ccccc2)[N+](=O)C2(CCCCC2)N1[O-]`?
NR2F2 inh: 11; NCOA2 inhibitor: -23; Exocytosis inh: 4; ABHD5 PLIN5 PPI: -4; SRC1 inh: -1; NOD2 RIPK2 PPI: -10; NR5A2 inv ag: -9; TROY NFkB inh: -5; SRC3 inh: -9; TWEAK Fn14 block: -10; TLR9-MyD88 block: -7

What do the screens show for `CCCCCCNC(=O)CNC(=S)N(Cc1cccs1)C1CCCCC1`?
NR2F2 inh: 23; NCOA2 inhibitor: -5; Exocytosis inh: 6; ABHD5 PLIN5 PPI: -8; SRC1 inh: 11; NOD2 RIPK2 PPI: -5; NR5A2 inv ag: 1; TROY NFkB inh: 21; SRC3 inh: 19; TWEAK Fn14 block: -21; TLR9-MyD88 block: 3

Results for Cc1ccc(N2C(=O)N(CC(=O)Nc3cc(F)ccc3C)C(=O)C2C)cc1 (stereo not given) ?
NR2F2 inh: -13; NCOA2 inhibitor: 5; Exocytosis inh: 4; ABHD5 PLIN5 PPI: 4; SRC1 inh: -3; NOD2 RIPK2 PPI: -13; NR5A2 inv ag: 6; TROY NFkB inh: 1; SRC3 inh: -2; TWEAK Fn14 block: -5; TLR9-MyD88 block: 0

How did CCOC(=O)c1[nH]c(C)c(/C(O)=C2\C(=O)C(=O)N(CCCN(C)C)C2c2cccnc2)c1C (stereo not given) do in these assays?
NR2F2 inh: 10; NCOA2 inhibitor: -3; Exocytosis inh: 0; ABHD5 PLIN5 PPI: 0; SRC1 inh: -13; NOD2 RIPK2 PPI: 3; NR5A2 inv ag: 17; TROY NFkB inh: 13; SRC3 inh: 10; TWEAK Fn14 block: -5; TLR9-MyD88 block: 5

How did O=C(c1ccc(Cl)cc1)C1CCN(C(=O)NC2CCCCC2)CC1 do in these assays?
NR2F2 inh: 20; NCOA2 inhibitor: 9; Exocytosis inh: 2; ABHD5 PLIN5 PPI: 2; SRC1 inh: 3; NOD2 RIPK2 PPI: -5; NR5A2 inv ag: 15; TROY NFkB inh: 9; SRC3 inh: 15; TWEAK Fn14 block: 26; TLR9-MyD88 block: 1

What do the screens show for `Cc1ccc(NCc2nc(SCC(=O)Nc3ccccc3)n[nH]2)cc1`?
NR2F2 inh: 7; NCOA2 inhibitor: -16; Exocytosis inh: -1; ABHD5 PLIN5 PPI: -5; SRC1 inh: 14; NOD2 RIPK2 PPI: -4; NR5A2 inv ag: 12; TROY NFkB inh: -71; SRC3 inh: -11; TWEAK Fn14 block: -11; TLR9-MyD88 block: 2

What do the screens show for `N#CC(C#N)=NNc1ccc(S(=O)(=O)N2CCCCC2)cc1`?
NR2F2 inh: -10; NCOA2 inhibitor: 12; Exocytosis inh: 5; ABHD5 PLIN5 PPI: 18; SRC1 inh: 7; NOD2 RIPK2 PPI: 3; NR5A2 inv ag: 16; TROY NFkB inh: 59*; SRC3 inh: 22; TWEAK Fn14 block: 48; TLR9-MyD88 block: -6

What do the screens show for `Cc1ccc2[nH]c(=O)c(CN(C)C(=O)c3cccs3)cc2c1`?
NR2F2 inh: 9; NCOA2 inhibitor: -24; Exocytosis inh: -1; ABHD5 PLIN5 PPI: 2; SRC1 inh: -13; NOD2 RIPK2 PPI: -4; NR5A2 inv ag: -4; TROY NFkB inh: 7; SRC3 inh: -10; TWEAK Fn14 block: -8; TLR9-MyD88 block: -1

What do the screens show for `C=C1CCN([C@H](C(=O)O)C(C)C)S(=O)(=O)c2ccccc21`?
NR2F2 inh: 9; NCOA2 inhibitor: 3; Exocytosis inh: 0; ABHD5 PLIN5 PPI: -1; SRC1 inh: -22; NOD2 RIPK2 PPI: 11; NR5A2 inv ag: 17; TROY NFkB inh: 13; SRC3 inh: 5; TWEAK Fn14 block: 9; TLR9-MyD88 block: -3

How did CSc1nsc(SC)c1C(=O)N1CCN(S(=O)(=O)c2ccc(C)cc2)C1C(C)C (stereo not given) do in these assays?
NR2F2 inh: 6; NCOA2 inhibitor: -2; Exocytosis inh: 5; ABHD5 PLIN5 PPI: -4; SRC1 inh: -3; NOD2 RIPK2 PPI: -3; NR5A2 inv ag: 2; TROY NFkB inh: -11; SRC3 inh: -4; TWEAK Fn14 block: 7; TLR9-MyD88 block: -4

How did Cc1ccc(S(=O)(=O)Nc2cccc(C(=O)NCCCN3CCCC3=O)c2)cc1F do in these assays?
NR2F2 inh: 9; NCOA2 inhibitor: 4; Exocytosis inh: -8; ABHD5 PLIN5 PPI: 10; SRC1 inh: 6; NOD2 RIPK2 PPI: 3; NR5A2 inv ag: -11; TROY NFkB inh: 13; SRC3 inh: 10; TWEAK Fn14 block: 12; TLR9-MyD88 block: -1

Results for CCOC(=O)c1cc(-c2ccccc2)nc2c1c(C)nn2-c1ccccn1 ?
NR2F2 inh: 1; NCOA2 inhibitor: 0; Exocytosis inh: 4; ABHD5 PLIN5 PPI: 5; SRC1 inh: 17; NOD2 RIPK2 PPI: 7; NR5A2 inv ag: 37; TROY NFkB inh: 5; SRC3 inh: -3; TWEAK Fn14 block: -3; TLR9-MyD88 block: -14

What do the screens show for `O=C(CSCC(=O)NC1CC1)Nc1ccccc1`?
NR2F2 inh: 18; NCOA2 inhibitor: 0; Exocytosis inh: 0; ABHD5 PLIN5 PPI: 4; SRC1 inh: -6; NOD2 RIPK2 PPI: -4; NR5A2 inv ag: 11; TROY NFkB inh: -1; SRC3 inh: 15; TWEAK Fn14 block: -12; TLR9-MyD88 block: -7

What do the screens show for `C[C@]12c3[nH]c4ccccc4c3CCN1C(=O)C(CC(=O)NCCN1CCOCC1)C[C@@H]2C(=O)N1CCCCC1` (stereo not given in full)?
NR2F2 inh: -7; NCOA2 inhibitor: -25; Exocytosis inh: -1; ABHD5 PLIN5 PPI: -6; SRC1 inh: -1; NOD2 RIPK2 PPI: 1; NR5A2 inv ag: 3; TROY NFkB inh: -19; SRC3 inh: -11; TWEAK Fn14 block: -13; TLR9-MyD88 block: -4

A run of entries from further up, as a working copy:
What do the screens show for `O=C(CSCC(=O)NC1CC1)Nc1ccccc1`?
NR2F2 inh: 18; NCOA2 inhibitor: 0; Exocytosis inh: 0; ABHD5 PLIN5 PPI: 4; SRC1 inh: -6; NOD2 RIPK2 PPI: -4; NR5A2 inv ag: 11; TROY NFkB inh: -1; SRC3 inh: 15; TWEAK Fn14 block: -12; TLR9-MyD88 block: -7

What do the screens show for `C[C@]12c3[nH]c4ccccc4c3CCN1C(=O)C(CC(=O)NCCN1CCOCC1)C[C@@H]2C(=O)N1CCCCC1` (stereo not given in full)?
NR2F2 inh: -7; NCOA2 inhibitor: -25; Exocytosis inh: -1; ABHD5 PLIN5 PPI: -6; SRC1 inh: -1; NOD2 RIPK2 PPI: 1; NR5A2 inv ag: 3; TROY NFkB inh: -19; SRC3 inh: -11; TWEAK Fn14 block: -13; TLR9-MyD88 block: -4

Only part of the results is shown; rates above refer to the full screens.
